S3 lipid droplet: qHTS Assay for Lipid Storage Modulators in Drosophila S3 Cells. Drosophila S3 cells, BODIPY lipid droplet fluorescence, 18-24 h; cells fed with added oleic acid. Potency in µM for hits, for the others lipid storage change, negative = inhibition, % at the top dose, mostly 46.1 µM. 0.64% of 320,000 active; active means well fitted inhibition curve with a large enough effect in the signal ratio, with a control signal flat, not every such curve was filed as active; inconclusive means small, poorly fitted or top-dose-only effect, or effect the other way, or a change in a side signal; the % refers to the signal ratio
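Laser-scanning cytometry quantifies lipid droplet accumulation (500–530 nm total intensity; droplet/cell object ratio) in oleic acid-fed (400 uM added) Drosophila S3 cells treated with a concentration series. 20 uM Triacsin C defined 100% inhibition.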
S3 lipid droplet cell count max: second read-out of S3 lipid droplet, no call of its own (marks repeat the call); cell number change, %; measured here: cell count max response;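 cells counted by Cell Tracker Red CMTPX staining in the red channel; peak over a dose series mostly up to 46.1 µM; percent activity relative to internal control wells on each plate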
* = called active by the depositor; ? = inconclusive; / = no result given. On the % scale 0 is the no-effect control and ±100 the full control effect; potency means the concentration at half of the fitted maximal effect. This is a subset; rates above refer to the full screens.

A first look (16 entries):
1. CCOC(=O)C1=C(C)OC(N)=C(C#N)C12C(=O)N(C)c1ccccc12 (configuration not stated)
2. O=P1(Oc2ccccc2)C[C@@H](O)[C@@H](O)[C@H](COCc2ccccc2)O1 (some centres not stated)
3. Cc1cccc(CN(C)C)c1OC(=O)N(C)C
4. CC(=NCCN1CCCCC1)c1c(O)[nH]c(=O)[nH]c1=O
5. CCN(CC)S(=O)(=O)c1cccc(N=Nc2c(O)n(CC)c(=S)n(CC)c2=O)c1
6. CC(=NCc1ccco1)c1c(O)n(-c2ccccc2C)c(=O)[nH]c1=O
7. CNS(=O)(=O)c1ccc(-c2ccc(C=C3C(=O)NC(=O)NC3=O)o2)cc1
8. O=C(c1ccc2c3c(cccc13)CC2)C1CCCN(CC2CC2)C1 (configuration not stated)
entry no. | 1 | 2 | 3 | 4 | 5 | 6 | 7 | 8
S3 lipid droplet | 7% | -7% | ? | ? | ? | -1% | -6% | 23%
S3 lipid droplet cell count max | -1 | -13 | / | / | / | 14 | 1 | -10

9. c1ccc(C2NCc3ccccc3-n3cccc32)cc1 (configuration not stated)
10. CC/C(=N\NC(=S)Nc1ccccc1)c1c(O)[nH]c(=O)[nH]c1=O
11. CC(=O)Nc1ccccc1C(=O)OCC(=O)c1ccc2c(c1)OCCO2
12. Cc1cc(N2C(=O)C3CCCN3C2c2ccc(Cl)c(Cl)c2)no1 (configuration not stated)
13. COC(=O)C1=C(c2c(C)noc2C)C[C@@H]2CC[C@H]1N2C(=O)NCc1ccc(F)cc1
14. COc1ccc(OC)c(NC(=O)Cn2c(=O)oc3ccccc32)c1
15. Cc1nc2ccc(P(=O)(O)O)cc2s1
16. C=CCn1c(O)c(C(CC)=NC(C)c2ccccc2)c(=O)[nH]c1=O (configuration not stated)
entry no. | 9 | 10 | 11 | 12 | 13 | 14 | 15 | 16
S3 lipid droplet | 19% | ? | 1% | 12% | ? | ? | ? | ?
S3 lipid droplet cell count max | 5 | / | 4 | 1 | / | / | / | /

This part in full, repeating the preview:
1. CCOC(=O)C1=C(C)OC(N)=C(C#N)C12C(=O)N(C)c1ccccc12 (configuration not stated)
2. O=P1(Oc2ccccc2)C[C@@H](O)[C@@H](O)[C@H](COCc2ccccc2)O1 (some centres not stated)
3. Cc1cccc(CN(C)C)c1OC(=O)N(C)C
4. CC(=NCCN1CCCCC1)c1c(O)[nH]c(=O)[nH]c1=O
5. CCN(CC)S(=O)(=O)c1cccc(N=Nc2c(O)n(CC)c(=S)n(CC)c2=O)c1
6. CC(=NCc1ccco1)c1c(O)n(-c2ccccc2C)c(=O)[nH]c1=O
entry no. | 1 | 2 | 3 | 4 | 5 | 6
S3 lipid droplet | 7% | -7% | ? | ? | ? | -1%
S3 lipid droplet cell count max | -1 | -13 | / | / | / | 14

7. CNS(=O)(=O)c1ccc(-c2ccc(C=C3C(=O)NC(=O)NC3=O)o2)cc1
8. O=C(c1ccc2c3c(cccc13)CC2)C1CCCN(CC2CC2)C1 (configuration not stated)
9. c1ccc(C2NCc3ccccc3-n3cccc32)cc1 (configuration not stated)
10. CC/C(=N\NC(=S)Nc1ccccc1)c1c(O)[nH]c(=O)[nH]c1=O
11. CC(=O)Nc1ccccc1C(=O)OCC(=O)c1ccc2c(c1)OCCO2
12. Cc1cc(N2C(=O)C3CCCN3C2c2ccc(Cl)c(Cl)c2)no1 (configuration not stated)
entry no. | 7 | 8 | 9 | 10 | 11 | 12
S3 lipid droplet | -6% | 23% | 19% | ? | 1% | 12%
S3 lipid droplet cell count max | 1 | -10 | 5 | / | 4 | 1

13. COC(=O)C1=C(c2c(C)noc2C)C[C@@H]2CC[C@H]1N2C(=O)NCc1ccc(F)cc1
14. COc1ccc(OC)c(NC(=O)Cn2c(=O)oc3ccccc32)c1
15. Cc1nc2ccc(P(=O)(O)O)cc2s1
16. C=CCn1c(O)c(C(CC)=NC(C)c2ccccc2)c(=O)[nH]c1=O (configuration not stated)
17. C=CCc1ccc(OC)cc1
18. CCCCSP1(=S)NCCCN1
entry no. | 13 | 14 | 15 | 16 | 17 | 18
S3 lipid droplet | ? | ? | ? | ? | -9% | ?
S3 lipid droplet cell count max | / | / | / | / | -7 | /

19. O=C(COc1ccc(Cl)cc1)NC1CN2CCC1CC2 (configuration not stated)
20. CCCCCn1c(=O)c(C(=O)NCc2ccccc2Cl)c(O)c2ccccc21
21. CC1(O)CCN2C(=O)CCc3cccc1c32 (configuration not stated)
22. COC(=O)C1=C(c2ccc3ccccc3c2)C[C@@H]2CC[C@H]1N2C(=O)N1CCC(O)CC1
23. CCC1=C(C)C(N2CCOCC2)=NP(N2CCOCC2)(N2CCOCC2)=N1
24. CCOC(=O)C(O)(c1ccc(N(CC)S(=O)(=O)c2ccccc2)cc1)C(F)(F)F (configuration not stated)
entry no. | 19 | 20 | 21 | 22 | 23 | 24
S3 lipid droplet | -7% | ? | -1% | ? | 0% | 1%
S3 lipid droplet cell count max | 0 | / | -15 | / | 0 | -12

25. CN(C)CCCNCC(=O)Nc1ccc(Cl)cc1C(=O)c1ccccc1
26. O=c1cccc2n1CC1CNC[C@H]2C1
27. O=C(O)CCCCC1SCC2NC(=O)NC21 (configuration not stated)
28. CN(C)CC1CSCCC1(O)c1cccc(Cl)c1 (configuration not stated)
29. C=CCC1C(=O)NC(=S)NC1=O
30. COC(=O)C1=C(c2c(C)noc2C)C[C@@H]2CC[C@H]1N2C(=O)NCCCOC(C)C
entry no. | 25 | 26 | 27 | 28 | 29 | 30
S3 lipid droplet | ? | ? | ? | ? | ? | ?
S3 lipid droplet cell count max | / | / | / | / | / | /

31. COc1cc(/C=C2/C(=O)NC(=O)N(c3ccccc3)C2=O)ccc1O
32. CC1=CC(=O)NP(=O)(Oc2ccc3ccccc3c2)N1 (configuration not stated)
33. CN(C)CCN=Cc1c(O)n(Cc2ccc3c(c2)OCO3)c(=S)[nH]c1=O
34. Cc1cccc(CN2CCN(Cc3ccc(Cl)cc3)CC2)c1
35. O=C(COC(=O)Cc1ccccc1)Nc1ccc(SC(F)F)cc1
36. CN1C(=O)C(C2(C#N)CCCCC2)C(=O)N(C)C1=O
entry no. | 31 | 32 | 33 | 34 | 35 | 36
S3 lipid droplet | ? | ? | ? | ? | 7% | ?
S3 lipid droplet cell count max | / | / | / | / | 9 | /

37. C[C@]12CC[C@H](O)C[C@H]1CC[C@@H]1[C@@H]2C[C@@H](O)[C@]2(C)[C@@H](C3=CC(=O)OC3)CC[C@]12O
38. CCC(=Nc1ccccc1NC(C)=O)c1c(O)n(C)c(=O)n(C)c1=O
39. O=c1c2ccccc2nc(/C=C/c2ccccc2F)n1-c1ccccc1O
40. COc1ccc(NC(=O)c2cn(CCC#N)nc2-c2cccc([N+](=O)[O-])c2)cc1
41. O=c1[nH]c(=O)n(-c2ccccc2F)c(O)c1/C=C1\C=Nc2ccccc21
42. CCN(CC)C(=O)c1ccc(N2C(=O)C3CC=C(Cl)CC3C2=O)cc1 (configuration not stated)
entry no. | 37 | 38 | 39 | 40 | 41 | 42
S3 lipid droplet | -12% | ? | 0% | 6% | ? | ?
S3 lipid droplet cell count max | 2 | / | -6 | -1 | / | /

43. CCOC(=O)c1c(N)n(CCN2CCCCC2)c2nc3ccccc3nc12
44. CCN(C(C)=O)c1cccc(-c2ccnc3c(C#N)cnn23)c1
45. COc1ccccc1C1=NCc2nnc(C)n2-c2ccc(Cl)cc21
46. Cn1cc(C(=O)OCC(=O)N2CCCC2)c2ccccc21
47. CC(C)(C)N1Cc2ccccc2C1=N
48. CCCC[N+]12C3C[C@H](C4[C@H](O)[C@]5(C[C@@H]41)c1ccccc1N(C)[C@@H]35)[C@H](CC)[C@H]2O (some centres not stated)
entry no. | 43 | 44 | 45 | 46 | 47 | 48
S3 lipid droplet | 14% | 4% | ? | ? | ? | -7%
S3 lipid droplet cell count max | -9 | 7 | / | / | / | -10

49. CN1CCc2cccc(Cl)c2CC1
50. Cc1ccc2c(c1)=C/C(=C\c1c(O)[nH]c(=S)[nH]c1=O)C(=O)N=2
51. Cn1nc(N)c2c1N=P(N1CCOCC1)(N1CCOCC1)N=C2c1ccccc1
52. N#CC(Br)Br
53. O=C(Nc1cccc(OC(=O)N2CCOCC2)c1)N1CCOCC1
54. O=[N+]([O-])c1cc([As](=O)(O)O)ccc1O
entry no. | 49 | 50 | 51 | 52 | 53 | 54
S3 lipid droplet | ? | 4% | ? | ? | ? | ?
S3 lipid droplet cell count max | / | -16 | / | / | / | /

55. CCCCn1c(O)c(C=NCCCn2ccnc2)c(=O)[nH]c1=O
56. O=C(O)c1ccc2c(c1)C1C(Cl)C(Sc3ccccc3[N+](=O)[O-])CC1C(c1cccc([N+](=O)[O-])c1)N2 (configuration not stated)
57. CCCCn1c(O)c(C(CC)=NCc2cccnc2)c(=O)[nH]c1=O
58. C[n+]1c(-c2ccccc2)c2cc(N)ccc2c2ccc(N)cc21
59. CC(=O)O[C@]1(C)C(=O)OC/C2=C/CN(C)CCC(OC(=O)[C@@](O)(C(C)O)C[C@H]1C)C2=O (some centres not stated)
60. Oc1ccc(Cl)cc1Cc1cc(Cl)ccc1O
entry no. | 55 | 56 | 57 | 58 | 59 | 60
S3 lipid droplet | ? | ? | ? | ? | -1% | ?
S3 lipid droplet cell count max | / | / | / | / | 5 | /

61. CC(C)(CN)CC(=O)O
62. COc1cc(CN2CCNCC2)cc(OC)c1OC
63. CC(C(=O)c1c[nH]c2ccccc12)N1CCOCC1 (configuration not stated)
64. COC(=O)C1=C(c2cccc(C#N)c2)C[C@@H]2CC[C@H]1N2C(=O)N1CCc2cc(OC)c(OC)cc2C1
65. FC(F)(F)c1ccc2c(c1)nnn2C1CCN(Cc2nnnn2Cc2ccccc2)CC1
66. COP(=O)(OC)Oc1ccc(C(O)C(Cl)(Cl)Cl)cc1 (configuration not stated)
entry no. | 61 | 62 | 63 | 64 | 65 | 66
S3 lipid droplet | -3% | ? | ? | 6% | ? | -8%
S3 lipid droplet cell count max | 6 | / | / | 1 | / | 8

67. COC(=O)C1=C(c2ccc(OC(F)(F)F)cc2)C[C@@H]2CC[C@H]1N2C(=O)NCC1CC1
68. Cc1cc(N2C(=O)C3CCCN3C2c2ccccc2)no1 (configuration not stated)
69. CC1=C2C3OC(=O)C(C)C3CC[C@@]2(C)C=CC1=O (some centres not stated)
70. O=P(N1CCCCC1)(N1CCCCC1)C(Cl)(Cl)Cl
71. CN(C)C(=O)Oc1ccc(OCc2cccc[n+]2C)cc1
entry no. | 67 | 68 | 69 | 70 | 71
S3 lipid droplet | ? | ? | -6% | ? | ?
S3 lipid droplet cell count max | / | / | -21 | / | /
